Cycloheximide cs – Cycloheximide Counterscreen for Small Molecule Inhibitors of Shiga Toxin; 300,000 tested, 12% active; max response, %; AID 2314, 2010; cell reporter, cycloheximide protein synthesis inhibition counterscreen; in the data active = max response mostly above about 13%, no sharp cut-off; inactive = mostly below about 14%; also: read at 38.3 µM for the half of the compounds with a filed dose; 0% is about no effect
Shiga toxin inh – A qHTS for Small Molecule Inhibitors of Shiga Toxin; 290,000 tested, 9.2% active; Vero cells, Shiga toxin protein synthesis inhibition reporter; AID 2315, 2010; inhibition, % at 38.7 µM; in the data active = inhibition mostly above about 28%, no sharp cut-off; inactive = mostly below about 43%; also: 0% is about no effect
Pf growth 96h – Primary qHTS for delayed death inhibitors of the malarial parasite plastid, 96 hour incubation | Potency, µM (series often up to 28.7 µM), inactives show at the highest dose activity change, negative = inhibition, most hits filed as inhibitors | 320,000 tested, 6.9% active | P. falciparum luciferase reporter growth, 96 h; also: potency is read from the fitted curve at half-maximal effect; % is scaled to controls: 0 for no effect and ±100 for the full control effect
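Two-generation exposure (96 h) targets delayed-death phenotype. Reporter parasites carrying integrated firefly luciferase, in red cells at 2% hematocrit and 0.05% parasitemia final, kept at 37 C, 5% CO2; luminescence loss indicates inhibition.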
LmPK inh – qHTS Assay for Inhibitors of Leishmania Mexicana Pyruvate Kinase (LmPK); Q27686; purified LmPK, Kinase-Glo ATP luminescence, 1 h; Potency, µM (top dose mostly 57.5 µM), for inactives: at the highest dose activity change, negative = inhibition, actives largely listed as inhibitors; 290,000 tested, 0.37% active; AID 1721, 2009; also: potency is read from the fitted curve at half-maximal effect; % is scaled to controls: 0 for no effect and ±100 for the full control effect
Target sequence (Q27686 whole entry, looked up): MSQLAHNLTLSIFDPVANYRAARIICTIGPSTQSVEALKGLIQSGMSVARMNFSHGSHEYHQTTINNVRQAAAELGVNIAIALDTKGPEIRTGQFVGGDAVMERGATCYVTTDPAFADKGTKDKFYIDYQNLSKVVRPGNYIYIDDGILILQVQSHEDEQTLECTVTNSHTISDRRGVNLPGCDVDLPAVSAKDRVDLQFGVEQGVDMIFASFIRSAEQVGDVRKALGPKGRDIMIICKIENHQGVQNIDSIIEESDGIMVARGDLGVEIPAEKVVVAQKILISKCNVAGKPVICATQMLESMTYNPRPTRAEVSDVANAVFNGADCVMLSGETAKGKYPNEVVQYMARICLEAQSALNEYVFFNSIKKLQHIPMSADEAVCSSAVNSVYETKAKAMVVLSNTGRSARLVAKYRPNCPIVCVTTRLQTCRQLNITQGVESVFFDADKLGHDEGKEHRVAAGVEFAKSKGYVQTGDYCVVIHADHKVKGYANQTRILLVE
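Purified LmPK (0.1 nM) with 0.5 mM PEP and 0.1 mM ADP in imidazole buffer pH 7.2 with MgCl2/KCl, 1 h at room temperature. ATP formed was read by luciferase luminescence and normalized to no-enzyme and uninhibited controls.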
AMA1-RON2 inh – qHTS for Inhibitors of AMA1-RON; Towards Development of Antimalarial Drug Lead: Primary Screen; Plasmodium falciparum AMA1 (3D7) - RON2 peptide interaction; AlphaScreen AMA1-biotinylated RON2 peptide binding; Potency, µM (series often up to 58.2 µM), inactives show at the top dose activity change, negative = inhibition, usual class: inhibitors; 360,000 tested, 0.2% active; AID 720542, 2013;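 also: potency is read from the fitted curve at half-maximal effect; 0% = vehicle wells and -100% = peptide control; nearly all actives have a fitted effect of over 45% in size; some results filed as inactive show a strong effect at the top dose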
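AMA1 (3D7) with his tag at 25 nM final met compounds first, then biotinylated RON2 peptide at 25 nM; detection used donor plus acceptor beads, 10 µg/mL apiece, read by AlphaScreen after 30 min at room temperature.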
Pf growth 48h – Primary qHTS for delayed death inhibitors of the malarial parasite plastid, 48 hour incubation | P. falciparum luciferase growth in erythrocytes, 48 h | Potency, µM (highest dose often 28.7 µM), for inactives: at the top dose activity change, negative = inhibition, usual class: inhibitors | 310,000 tested, 5.9% active | AID 504832, 2011; also: potency is read from the fitted curve at half-maximal effect; % is scaled to controls: 0 for no effect and ±100 for the full control effect
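Luminescence readout; reporter = integrated firefly luciferase in P. falciparum. RBC culture at 2% hematocrit, 0.1% parasitemia final, 37 C/5% CO2; decreased signal taken as growth inhibition.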
TbPYK inhibitor – qHTS of Trypanosoma Brucei Inhibitors; 410,000 tested, 0.12% active; Potency, µM (series often up to 76.8 µM), without a hit: at the top dose activity, negative = inhibition, actives largely listed as inhibitors; AID 624173, 2012; TbPYK enzyme, Kinase-Glo Plus ATP luminescence, 45 min; also: potency is read from the fitted curve at half-maximal effect; % is scaled to controls: 0 for no effect and ±100 for the full control effect; nearly all actives have a fitted effect of over 50% in size
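Enzyme and substrate buffer are dispensed first and compound is pin-transferred. ADP at 130 uM final then starts the reaction, which runs 45 min at room temperature. Detection reagent is added for 10 min before luminescence is imaged.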
Starred values were filed as active, the others as inactive; ? = inconclusive; nt = not tested or not shown; [ ] = remark or other dose. Unless noted, calls follow the shape of the dose curve; as a rule, active = well fitted curve in the direction sought with a large enough effect; inconclusive = small, poorly fitted or top-dose-only effect, or another doubt; inactive = no such curve, though single readings can be large; an effect the other way counts as inactive or inconclusive.

SMILES | Cycloheximide cs | Shiga toxin inh | Pf growth 96h | LmPK inh | AMA1-RON2 inh | Pf growth 48h | TbPYK inhibitor
COC(=O)Nc1ccc(S(=O)(=O)NCc2ccccn2)cc1 | -3 | -7 | ? | 2% | 23% | -19% | -3%
CCCCNC(=O)c1ccc(N2CCOCC2)c(NS(=O)(=O)c2ccc(OC)cc2)c1 | -4 | 9 | 49%[activator] | 1% | -2% | 7.4µM* | -11%
O=C(CCC(=O)n1ncc2ccccc21)NCc1ccc(F)cc1 | 2 | 8 | 23% | 2% | -4% | -17% | -2%
O=C(CCSCc1ccccc1F)NCc1cccnc1 | 1 | 2 | 0% | 0% | 19% | -4% | 0%
COc1ccccc1N1C(=O)CC1(C#N)c1ccc(OCc2ccccc2)cc1 (centres undefined) | -4 | 10 | ? | -2% | -9% | ? | -4%
O=C(COC(=O)c1ccc[nH]c1=O)NCC12CC3CC(CC(C3)C1)C2 | nt | nt | 4% | nt | -5% | 33%[activator] | -8%
COc1ccc(N(CC(=O)N2CCN(c3cccc(C)c3)C(C)C2)S(=O)(=O)c2c(C)n[nH]c2C)cc1 (centres undefined) | 10 | -8 | ? | 8% | 8% | ? | -9%
CCc1cccc(N(C(=O)c2csnn2)C(C(=O)NC(C)(C)C)c2ccncc2)c1 (centres undefined) | 2 | -14 | -18% | -3% | 15% | 2% | 1%
CCOC(=O)CN1C(=O)N[C@@H](c2ccco2)C(C(=O)OC)=C1C | nt | nt | nt | -2%[11.5 µM] | 3% | nt | -1%
CCOC(=O)C1C(=O)CC(C)(O)C(C(=O)OCC)C1c1cc(Br)ccc1OC (centres undefined) | -3 | -8 | 12% | 3% | -8% | ? | 0%
COCC(=O)N(c1ccc(C(C)C)cc1)C1C=CS(=O)(=O)C1 (centres undefined) | -1 | 6 | nt | 1% | 12% | 24% | 1%
O=C(Nc1nnc(C2CC2)s1)c1ccc(Cl)nc1 | nt | nt | 31%[activator] | nt | 8% | 141%[activator] | 0%
Cc1ccc(C(=O)Nc2ccc(S(=O)(=O)N3CCOCC3)cc2)cc1 | 7 | -2 | ? | -1% | 0% | ? | 8%
CC(C)Oc1ccc(/C=C(/NC(=O)c2ccccc2)C(=O)NCCC(=O)O)cc1 | -3 | -6 | ? | 5% | 0% | -6% | -3%
O=C(Nc1nc(-c2ccc(S(=O)(=O)N3CCCC3)cc2)cs1)c1ccco1 | 5.2* | 22* | 27% | 6% | -13% | ? | -7%
O=c1[nH]cc(COCc2ccccc2)c(=O)[nH]1 | -3 | -6 | -1% | -8% | 4% | 3% | -7%
N#CCSC1=Nc2ccccc2C2=NC(CCC(=O)N3CCN(c4ccccc4)CC3)C(=O)N12 (centres undefined) | -4 | -15 | ? | 5% | -8% | nt | 8%
O=C(COC(=O)c1cccc(S(=O)(=O)N2CCc3ccccc32)c1)Nc1ncc(C(F)(F)F)cc1Cl | 0 | -11 | 33%[activator] | -2% | -11% | 13% | -4%
COc1ccc(CNc2c(CO)cnc3c2cnn3C)cc1 | 9 | -11 | 21% | 1% | -10% | 3% | 1%
CC(C)(C)S(=O)(=O)c1nc2ccccc2s1 | 3 | -6 | 53%[activator] | -1% | ? | 5% | 4%
Cc1ccc(-c2cnc(SCC(=O)N3CCCc4ccccc43)n2C)cc1 | 17 | 38 | 18% | 3% | ? | -6% | -10%
O=C(Nc1nccs1)c1c(O)c2c([nH]c1=O)CCCC2 | 13* | 25 | 166%[activator] | 3% | -6% | 50%[activator] | -5%
COc1ccc([C@@H]2C=C(C(=O)O)O[C@H](OCCCCO)C2)cc1 | -1 | 20 | 2% | 3% | 11% | 10% | 1%
O=C1c2ccccc2N(Cc2ccc(Cl)cc2)C2=NCCN12 | -2 | -8 | 7% | 2% | 0% | -1% | -9%
CCN(CC)C(=O)c1cccc2c1C(=O)c1ccccc1-2 | -2 | 11 | ? | -5% | -4% | 10% | -5%
(further entries)
SMILES | Cycloheximide cs | Shiga toxin inh | Pf growth 96h | LmPK inh | AMA1-RON2 inh | Pf growth 48h | TbPYK inhibitor
Cc1cc(S(=O)(=O)Nc2ccc(C(=O)NCCCn3ccnc3)cc2)ccc1F | nt | nt | -3% | nt | -2% | ? | -2%
CC1(C)Cc2c(c(N3CCOCC3)nc3sc(C(=O)Nc4ccc(Cl)cc4)c(N)c23)CO1 | 8 | -11 | ? | 5% | -2% | ? | ?
Cc1ccc(CNC(=O)COC(=O)CCC(=O)c2cccs2)cc1 | -2 | 4 | -4% | 10% | 4% | 26% | 3%
Cc1nn(-c2ccccc2)c(N2CCCC2)c1/C=C1\N=C(c2ccc(F)cc2)OC1=O | -3 | -4 | -18% | 7% | -4% | -15% | -11%
COc1ccc(C2CN(C)CC2C(=O)c2ccc(F)cc2)cc1Cl (centres undefined) | -2 | -12 | ? | -6% | -9% | ? | 0%
Cc1c(C(=O)NCCN(C)C)oc2ccc(S(=O)(=O)N3CCCC3)cc12 | 3 | -3 | ? | 0% | -4% | -10% | 1%
O=C(CN1CC(c2ccccc2)CC1=O)Nc1cccc(F)c1 (centres undefined) | -3 | -2 | -5% | -2% | 20% | 26% | 2%
N#Cc1ccsc1NC(=O)CN1CCCCCC1 | -4 | -4 | -18% | -4% | 33%[activator] | nt | 2%
CCOc1ccc(NC(=O)c2cccc3ccccc23)cc1 | 18* | 37 | ? | -5% | -2% | 12% | 0%
Cc1nc2ccc(Br)cn2c1NC(C)(C)C | -7 | 12 | -7% | 3% | 8% | ? | -4%
COC(=O)c1sccc1NC(=O)/C=C/c1ccc(Cl)cc1 | 9 | 39 | 13µM* | -9% | 3% | 120%[activator] | -5%
O=C(O)c1nccnc1C(=O)Nc1ccc(S(=O)(=O)N2CCOCC2)cc1 | -2 | 20 | ? | 0% | -9% | -2% | 3%
CC1(C)NC(=O)N(CC(O)COc2ccccc2C(=O)Nc2ccccc2)C1=O (centres undefined) | -1 | -11 | 13µM* | -2% | 9% | -10% | nt
COc1ccc(C(=O)NCCc2nnc(SCc3nc4ccccc4c(=O)[nH]3)n2C)cc1 | -3 | -15 | nt | -9% | -4% | -29% | -16%
Cc1cc(C(=O)CSc2nnc(N)s2)c(C)n1CCc1ccc(Cl)cc1 | 13 | 25 | ? | 2% | 9% | -21% | 1%
CCN1CCN(c2cc(N3CCc4ccccc4C3)c(F)cc2[N+](=O)[O-])CC1 | -3 | 6 | 62%[activator] | 0% | ? | ? | 2%
COc1ccc(NC(=O)CN2CCC(C)CC2)cc1 | 16* | 30* | nt | 3% | 1% | 31%[activator] | 2%
O=C1c2ccccc2C(=O)N1CCCCN(C(=O)c1cccc([N+](=O)[O-])c1)c1ccc(Cl)cc1 | -2 | -8 | ? | 2% | -18% | ? | 8%
COc1ccc(S(=O)(=O)n2nc(OC(=O)c3ccc(C)cc3)cc2N)cc1 | 27* | 56 | nt | 1% | -7% | -5% | -1%
Cc1ccc(CCC(=O)Nc2nccs2)o1 | 40 | 17 | -21% | 4% | -8% | 17% | -2%
CCOC(=O)CSc1nc2cc(C(=O)N3CCC(C(N)=O)CC3)ccc2c(=O)n1-c1ccccc1 | -3 | -6 | 33%[activator] | 0% | -6% | ? | 2%
Cc1cc(NC(=O)COC(=O)c2ccc(NS(=O)(=O)c3ccc(C)c(C)c3)cc2)no1 | -3 | -6 | ? | 2% | -3% | -25% | -4%
CC(C)Nc1nc2ccccc2c(=O)[nH]1 | 6 | 8 | 10µM* | -3% | -5% | -14% | -8%
Cc1cc(C)c(S(=O)(=O)Nc2ccc(O)cc2)cc1C | -3 | -13 | 11% | 5% | -15% | -21% | 2%
O=S(=O)(c1cc(Cl)ccc1Cl)N1CCc2ccccc21 | -1 | -3 | ? | -2% | 6% | -5% | 9%
Further entries follow.
SMILES | Cycloheximide cs | Shiga toxin inh | Pf growth 96h | LmPK inh | AMA1-RON2 inh | Pf growth 48h | TbPYK inhibitor
Nc1ccccc1SCC(=O)N1CCc2ccccc21 | 41* | 67 | ? | 3% | -8% | 63%[activator] | -9%
CCN1CCN(CC(c2ccccc2)c2ccccc2)CC1 | -2 | -7 | -22% | -5% | 8% | -32% | 9%
O=C(Nc1ccc(F)cc1)c1cccnn1 | 8 | 24 | 0% | -4% | 10% | nt | 0%
O=C(CSc1nc2ccccc2c(=O)n1NC(=O)Cc1ccccc1)NCc1ccccc1 | 14 | -7 | 0% | 9% | -15% | 16% | -2%
CCOC(=O)[C@H]1CCC[C@@H](NS(=O)(=O)c2ccc(NC(C)=O)cc2)C1 | -4 | 3 | ? | -2% | -9% | -10% | 2%
Cc1cccc(C)c1OC(=O)Cc1ccccc1 | -4 | -12 | -15% | 10% | 7% | 41%[activator] | 0%
Cc1cccc(CS(=O)(=O)Cc2ccc(C(=O)NCCN3CCCCC3C)o2)c1 (centres undefined) | -3 | -11 | 19% | -5% | -6% | -24% | -3%
C=CCNC(=O)c1ccc2c3n(nc2c1)-c1ccc(C)cc1CO3 | 35* | 84* | 64%[activator] | 0% | -23% | 162%[activator] | -9%
O=C(O)CCn1c(=O)sc2ccccc21 | 7 | -9 | 9% | -5% | 29% | ? | 4%

Rewritten tab-delimited: part of the list above
Structure	Cycloheximide cs	Shiga toxin inh	Pf growth 96h	LmPK inh	AMA1-RON2 inh	Pf growth 48h	TbPYK inhibitor
Cc1cc(NC(=O)COC(=O)c2ccc(NS(=O)(=O)c3ccc(C)c(C)c3)cc2)no1	-3	-6	?	2%	-3%	-25%	-4%
CC(C)Nc1nc2ccccc2c(=O)[nH]1	6	8	10µM*	-3%	-5%	-14%	-8%
Cc1cc(C)c(S(=O)(=O)Nc2ccc(O)cc2)cc1C	-3	-13	11%	5%	-15%	-21%	2%
O=S(=O)(c1cc(Cl)ccc1Cl)N1CCc2ccccc21	-1	-3	?	-2%	6%	-5%	9%
Nc1ccccc1SCC(=O)N1CCc2ccccc21	41*	67	?	3%	-8%	63%[activator]	-9%
CCN1CCN(CC(c2ccccc2)c2ccccc2)CC1	-2	-7	-22%	-5%	8%	-32%	9%
O=C(Nc1ccc(F)cc1)c1cccnn1	8	24	0%	-4%	10%	nt	0%
O=C(CSc1nc2ccccc2c(=O)n1NC(=O)Cc1ccccc1)NCc1ccccc1	14	-7	0%	9%	-15%	16%	-2%
CCOC(=O)[C@H]1CCC[C@@H](NS(=O)(=O)c2ccc(NC(C)=O)cc2)C1	-4	3	?	-2%	-9%	-10%	2%
Cc1cccc(C)c1OC(=O)Cc1ccccc1	-4	-12	-15%	10%	7%	41%[activator]	0%

Compound activity from PubChem.

Rows were taken by chance (roughly 21% active in at least one column).
